LMPTP block: LMPTP (human) inhibition; inhibition, % at 20 µM; 360,000 tested, 0.22% active; P24666; recombinant LMPTP-A, OMFP fluorogenic substrate, fluorescence intensity;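 active = compounds that cut the enzyme signal by at least half of the control window in the single-dose screen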;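 note: plate controls were DMSO wells with enzyme plus substrate for no effect and substrate without enzyme for full effect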
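Buffer or medium: Bis-Tris pH 6.0, DTT, detergent; Assay system: LMPTP-A enzyme; Quantity: 0.625 nM enzyme; Detection: endpoint fluorescence intensity; Times: 50 min dark incubation at room temperature; Controls: substrate-only low control, DMSO enzyme-plus-substrate high control; Doses: single 20 µM dose; Read-out: percent inhibition versus substrate-only and uninhibited controls; Reagent: 400 µM OMFP.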
MsrA inhibitor: inhibits bovine methionine sulfoxide reductase A; purified bovine MsrA, absorbance read-out; inhibition, % at 15.5 µM; 360,000 tested, 0.75% active; in the data active = inhibition above about 4.5%;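 note: 0% = vehicle wells with enzyme and 100% = reference inhibitor wells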
TbMetRS inhib: Trypanosoma brucei MetRS inhibition; purified T. brucei MetRS, ATP depletion, Kinase-Glo luminescence; inhibition, % at 11.9 µM; 360,000 tested, 0.4% active;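 active = inhibition above a per-plate cutoff of the control wells' mean inhibition plus 3 SD, cut at about 5.5% in these data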;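 note: 0% = DMSO wells median and 100% = median of wells with control inhibitor compound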
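Dosing: 11.9 µM single point; system: parasite MetRS enzyme; technique: luminescence of leftover ATP; times: 15 min enzyme-compound preincubation, 2 h reaction, 10 min detection, 25 °C; replicates: each compound tested once; read-out basis: percent inhibition relative to median high and low control wells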
Scp-1 inhibitor: blocks human Scp-1 phosphatase activity. Recombinant Scp1, phosphopeptide, malachite green phosphate absorbance. 340,000 tested, 0.88% active. inhibition, % at 20 µM. Q9GZU7. AID 493091;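 active = inhibition above about 50% at 20 µM, limit read from the data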;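 note: plate controls were DMSO wells with enzyme for no effect and wells lacking enzyme for full effect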
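Incubation: 45 min enzyme reaction at room temperature / System: truncated SCP-1 phosphatase (76-261aa) / Reagent: Phospho 17-mer peptide substrate / Buffer or medium: Acidic Tris acetate buffer with magnesium and detergent / Signal: absorbance at 630 nm / Doses: one concentration, 20 µM, with 1.0% DMSO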
NadD block: blocks S. aureus nicotinate mononucleotide adenylyltransferase; purified NadD enzyme, colorimetric absorbance read-out; inhibition, % at 20 µM; 360,000 tested, 0.78% active; AID 602399; in the data active = inhibition above about 26%; note: some compounds past the cut are filed as inactive
DNMT1 block: DNMT1 (human) enzyme inhibition; P26358; DNMT1 molecular beacon, Hinp1I cleavage, fluorescence; inhibition (reported as % activation of signal), % at 10 µM; 360,000 tested, 0.83% active; AID 588458; in the data active = inhibition above about 50%
Rpn11 block: Rpn11 (human) deubiquitinase inhibition | O00487 | human 26S proteasome, Ub4-pepOG fluorescence polarization; 20S core pre-blocked with epoxomicin | calls only at 20 µM | 360,000 tested, 0.59% active | AID 588493;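 active = inhibition at 20 µM, scaled to each plate's controls, above about 33%, limit read from the data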
Target sequence (O00487 whole entry, looked up): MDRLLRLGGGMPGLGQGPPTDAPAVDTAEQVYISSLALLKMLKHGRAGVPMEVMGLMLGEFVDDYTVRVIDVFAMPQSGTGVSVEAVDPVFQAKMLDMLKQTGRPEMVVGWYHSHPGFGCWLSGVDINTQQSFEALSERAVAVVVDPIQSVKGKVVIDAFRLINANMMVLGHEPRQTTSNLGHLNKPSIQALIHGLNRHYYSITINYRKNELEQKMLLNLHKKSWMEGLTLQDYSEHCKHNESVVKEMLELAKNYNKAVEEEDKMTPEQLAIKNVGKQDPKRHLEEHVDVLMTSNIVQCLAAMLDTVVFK
CSN inh: CSN deneddylation inhibition. Q92905. inhibition, % at 12.5 µM. AID 651999. Purified CSN, SCF-Nedd8-OG deneddylation, fluorescence polarization. 360,000 tested, 0.38% active;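 active = pattern-corrected inhibition above about 35%, with an unprinted fluorescence ratio check between 0.5 and 1.5, limit read from the data, passing the limit was not always enough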;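 note: 0% = enzyme with substrate and 100% = substrate without enzyme; some results filed as inactive read as strong as hits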
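Assay system: HEK293T-derived human Csn5 enzyme; quantity: 0.24 nM enzyme; medium: Tris/NaCl/DTT buffer, pH 7.5; also added: substrate SCFSkp2-Nedd8OG, 10 nM; doses: 12.5 µM compound; schedule: 90 min reaction at room temperature; signal: FP; read-out: % inhibition of substrate cleavage by Csn5; benchmarks: substrate-only high control, full reaction low control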
STEP block: STEP (human) phosphatase inhibition; inhibition, % at 20 µM; 360,000 tested, 0.25% active; AID 588621; P54829; recombinant STEP, OMFP fluorogenic substrate, fluorescence;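 active = inhibition at 20 µM, scaled per plate between control wells, above about 37%, limit read from the data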;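 note: 0% = DMSO with enzyme and substrate and 100% = substrate only without enzyme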
Target sequence (P54829 whole entry, looked up): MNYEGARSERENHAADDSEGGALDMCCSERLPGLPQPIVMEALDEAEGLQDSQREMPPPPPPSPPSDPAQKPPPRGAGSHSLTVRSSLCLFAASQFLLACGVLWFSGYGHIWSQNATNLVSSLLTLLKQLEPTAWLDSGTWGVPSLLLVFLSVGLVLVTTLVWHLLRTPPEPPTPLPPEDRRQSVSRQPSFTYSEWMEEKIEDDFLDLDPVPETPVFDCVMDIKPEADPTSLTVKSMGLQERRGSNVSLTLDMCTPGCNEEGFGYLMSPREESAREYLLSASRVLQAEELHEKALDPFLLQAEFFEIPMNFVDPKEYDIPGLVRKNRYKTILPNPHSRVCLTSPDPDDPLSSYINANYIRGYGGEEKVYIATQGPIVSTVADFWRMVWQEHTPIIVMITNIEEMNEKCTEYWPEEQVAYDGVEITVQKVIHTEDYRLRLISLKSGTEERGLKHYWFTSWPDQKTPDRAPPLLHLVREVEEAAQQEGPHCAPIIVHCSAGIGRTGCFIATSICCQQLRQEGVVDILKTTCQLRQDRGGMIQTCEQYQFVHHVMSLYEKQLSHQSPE
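Assay system: isolated STEP enzyme. Buffer or medium: pH 6.0 Bis-Tris with DTT and Tween 20. Also added: fluorogenic phosphatase substrate OMFP at 25 µM final. Dosing: 20 µM, 1% DMSO. Timing: 20 min reaction, room temperature, in the dark. Measured by: fluorescence intensity, excitation 480 nm, emission 540 nm. Evaluation: normalized % inhibition.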
SUMO1-SIM PPI: modulators of human SUMO1-mediated protein-protein interactions | SUMO1 binding to a labelled peptide, TR-FRET, 1 h | 360,000 tested, 0.33% active | P63165 | inhibition, % at 20 µM | AID 602429; in the data active = inhibition above about 37%
Target sequence (P63165 whole entry, looked up): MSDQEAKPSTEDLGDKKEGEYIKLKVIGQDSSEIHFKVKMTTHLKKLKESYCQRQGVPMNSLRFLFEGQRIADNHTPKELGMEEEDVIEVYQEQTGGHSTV
An asterisk follows results filed as active; i = inactive; / = not tested or not shown; & = joins results of further samples. Outcome played no part in choosing rows (roughly 3.9% active in at least one column).

SMILES | LMPTP block | MsrA inhibitor | TbMetRS inhib | Scp-1 inhibitor | NadD block | DNMT1 block | Rpn11 block | CSN inh | STEP block | SUMO1-SIM PPI
N/C(=N\OC(=O)c1ccoc1)c1ccc(Br)cc1 | 1.0 | -0.5 | -0.1 | -8 | -2 | -1 | i | 4 | 0 | 4
Cc1[nH]c2ccccc2c1C(=O)COC(=O)c1ccccc1O | 0.8 | -0.5 | -0.1 | -12 | -5 | -9 | i | 2 | 1 | 2
COc1ccccc1N(C)S(=O)(=O)c1ccc(C(=O)N(C)Cc2cccc(OC)c2OC)cc1 | 0.0 | -0.6 | -0.3 | / | 0 | -3 | i | 2 | 0 | -4
Cc1cc(C(F)(F)F)n2ncc(-c3ccccc3)c2n1 | -0.6 | 1.1 | 0.0 | -4 | -5 | 0 | i | 0 | 4 | -3
Cc1ccc(N/C=C2\CCCCC2=O)c(C)c1 | -0.4 | -0.4 | -0.8 | -6 | 3 | -8 | i | -5 | 1 | -1
Cc1cc(NC(=O)C2COc3ccccc3O2)no1 (centres undefined) | -1.5 | 2.2 | -0.2 | -3 | -4 | 0 | i | 6 | 0 | 2
CCOc1ccccc1CN1CCN(Cc2ccc3cccc(OC)c3n2)CC1CCO (centres undefined) | -1.2 | 2.0 | -0.8 | 6 | -3 | 0 | i | 5 | 1 | -8
COc1ccc(C2=Cc3ccc(OC(C)=O)cc3OC2)cc1 | -1.6 | 0.1 | -0.2 | -10 | -2 | 6 | i | -1 | -2 | 0
Cc1ccccc1Nc1nc(N)nc(COc2ccc(C#N)cc2)n1 | 2.1 | 1.2 | -0.8 | 4 | 2 | 10 | i | -5 | -2 | -2
COc1ccc(NC(=O)c2cc([N+](=O)[O-])ccc2N2CCN(C)CC2)cc1 | -0.4 | 1.9 | 0.2 | -2 | -6 | 11 | i | -1 | -1 | -24
Cc1ccc(CN(c2ccc(C(=O)NCc3ccc4c(c3)OCO4)cc2)S(C)(=O)=O)cc1 | 2.1 | 1.5 | 0.5 | -7 | -8 | -3 | i | -5 | -3 | -4
CN1CCN(C(=S)c2cn(Cc3cccc(F)c3)c3ccccc23)CC1 | -1.8 | 0.5 | -0.4 | -1 | -11 | 1 | i | 7 | -1 | 2
CC1=C(C(=O)Nc2ccccc2F)C(c2cccs2)NC(=S)N1 (centres undefined) | -0.6 | 0.2 | -0.3 | -1 | 5 | 2 | i | -14 | 1 | 3
CN1CCN(c2ncccc2S(=O)(=O)N2CCCCC2)CC1 | -3.4 | 1.2 | -0.8 | -7 | -3 | 4 | i | -1 | -7 | -3
Cc1cccc(C(=O)NCC(=O)N2CCN(S(=O)(=O)c3ccccc3)CC2)c1 | -1.2 | -1.1 | 0.0 | -3 | -2 | 8 | i | 1 | 0 | -1
COc1ccc(OC)c(NC(=O)c2cnn(-c3ccccc3Cl)c2NC(=O)c2ccco2)c1 | 0.5 | -0.6 | -0.7 | -7 | -6 | -11 | i | 3 | -2 | -2
Cc1cc(-c2ccccc2)nc2[nH]n(-c3ccccc3)c(=O)c12 | 0.5 | -0.1 | -0.1 | -9 | -3 | 1 | i | 7 | -2 | -15
NS(=O)(=O)c1cc2c(cc1Cl)NCNS2(=O)=O | -0.8 | 1.7 | -0.1 | -3 | 1 | 1 | i | 1 | -2 | -1
CN1C2CCC1CC(OC(=O)c1c[nH]c3ccccc13)C2 (centres undefined) | 0.2&1.1 | 0.1&-0.2 | 0.3&0.6 | -17&-8 | 1&2 | 2&2 | i | 5&4 | 5&-1 | 4&3
Cc1ccc2nc(NC3=NCN(Cc4cccnc4)CN3)nc(C)c2c1 | -1.8 | 0.5 | -0.3 | -8 | 4 | -4 | i | 4 | 10 | 1
CCCc1cc(=O)oc2cc(OC(C)C(=O)NCc3ccccn3)c(Cl)cc12 (centres undefined) | -0.6 | 1.5 | -0.7 | 21 | 8 | 0 | i | 0 | 0 | -8
CN1C(c2ccccc2)CCOS1(=O)=O (centres undefined) | -1.4 | -1.1 | 0.0 | -2 | -1 | 6 | i | -1 | 0 | 2
COc1ccccc1CN1CC(=O)N2CSC[C@H]2C1=O | -0.1 | 0.1 | -0.8 | -4 | 0 | 0 | i | 6 | -2 | 1
CCCOc1ccc(NC(=O)C2CC(=O)N/C(=N/N=C(\C)CCc3ccc4c(c3)OCO4)S2)cc1 (centres undefined) | 0.8 | 0.3 | 0.0 | -5 | 5 | -1 | i | -1 | -2 | 4
COC(=O)[C@@]12C[C@@H](CC(=O)N3CCC(c4ccccc4)CC3)C(=O)N(Cc3cccc4ccccc34)C1=CCC(C)(C)C2 | 5.5 | 1.8 | -0.5 | / | / | / | / | 2 | / | 2

Remaining list, next part.
SMILES | LMPTP block | MsrA inhibitor | TbMetRS inhib | Scp-1 inhibitor | NadD block | DNMT1 block | Rpn11 block | CSN inh | STEP block | SUMO1-SIM PPI
O=c1nc(NC2CCCC2)ccn1Cc1cccc(Br)c1 | -1.6 | 1.1 | 1.5 | -4 | -1 | 8 | i | -2 | -1 | 2
OC1CCN(c2c3c(nc4cc(-c5ccc(F)cc5)nn24)CCC3)CC1 | 1.1 | 0.9 | -0.3 | -2 | 9 | -8 | i | 3 | -1 | 6
Cc1ccc(-c2ccc(CCC(=O)O)n2-c2ccc(C(=O)O)cc2)cc1 | -1.4 | 0.0 | -0.9 | -13 | -4 | -1 | i | 0 | 5 | 0
CCN1/C(=C2\OC(=S)N(C)C2=O)C=Cc2ccccc21 | -0.1 | 0.3 | -0.6 | 0 | 0 | -4 | / | 89 | -8 | -16
CNc1nc(Cl)c(SC)c(N2CCOCC2)n1 | -1.7 | -0.2 | -0.7 | 2 | 7 | 1 | i | -4 | -1 | -2
CCOc1cc(S(=O)(=O)Nc2ccccn2)ccc1F | -2.0 | 2.2 | -1.1 | 7 | -2 | 5 | i | 1 | -5 | -3
CCc1cc(=O)oc2cc(C)cc(OCC(=O)NCC3CCC(C(=O)O)CC3)c12 (centres undefined) | -1.0 | 0.6 | -0.8 | 10 | 0 | 1 | i | 0 | -5 | 4
COc1ccc(CCNC(=O)C2CCN(c3ccc(N4CCOCC4)nn3)CC2)c(OC)c1 | -0.4 | 0.1 | 0.0 | -13 | -2 | 1 | i | 0 | 0 | -5
CCn1c(SCC(=O)NNC(=O)c2ccc(OC)cc2)nnc1C(C)C | -0.8 | -0.5 | 0.1 | -3 | 3 | -10 | i | -1 | 2 | 1
O=C(CC1C[C@H](C(=O)N2CCCCC2)[C@@]2(CCc3ccccc3)c3[nH]c4ccccc4c3CCN2C1=O)NCCc1ccccn1 (some centres undefined) | -2.2 | 0.9 | 0.0 | 0 | 0 | -1 | i | 1 | 3 | 4
CCN(CC)C(=O)C1=C(C)N(Cc2ccc(F)cc2)C(=O)C(CC(=O)NCCCN(C)C)C1 (centres undefined) | -9.4 | -0.2 | -0.5 | / | 1 | 1 | i | -4 | -2 | -2
CCOc1ccc(/C=C/C(=O)c2c(O)cc(C)oc2=O)cc1 | 0.7 | 1.1 | -0.6 | -11 | -2 | 2 | i | 4 | 0 | 14
CCOCCCNC(=S)Nc1ccc2nc(N3CCOCC3)cc(C)c2c1 | 1.0 | 0.7 | -1.1 | -7 | -7 | -12 | i | 4 | 2 | -8
CCOC(=O)C1CCCN(C(=O)COC(=O)c2cccs2)C1 (centres undefined) | -1.1 | -0.5 | -0.2 | 5 | -1 | -2 | i | -4 | -4 | -4
COCCCNC(=O)CN1C(=O)CSc2ncccc21 | -0.7 | 1.2 | -0.3 | 9 | -1 | 1 | i | -9 | -2 | 0
O=C(c1ccccc1)c1ccc(OC(=O)C2CCCCC2)cc1 | 4.4 | -0.1 | -0.2 | -12 | -8 | 2 | i | 1 | 0 | -1
CCc1cccc(NC(=O)CNC(=O)N2CC(=O)Nc3ccccc32)c1 | -0.1 | -0.9 | -0.3 | -3 | 4 | -3 | i | 4 | -1 | 0

Ordered by number of heavy atoms (descending): six of the compounds above.
SMILES | LMPTP block | MsrA inhibitor | TbMetRS inhib | Scp-1 inhibitor | NadD block | DNMT1 block | Rpn11 block | CSN inh | STEP block | SUMO1-SIM PPI
O=C(CC1C[C@H](C(=O)N2CCCCC2)[C@@]2(CCc3ccccc3)c3[nH]c4ccccc4c3CCN2C1=O)NCCc1ccccn1 (some centres undefined) | -2.2 | 0.9 | 0.0 | 0 | 0 | -1 | i | 1 | 3 | 4
CCc1cc(=O)oc2cc(C)cc(OCC(=O)NCC3CCC(C(=O)O)CC3)c12 (centres undefined) | -1.0 | 0.6 | -0.8 | 10 | 0 | 1 | i | 0 | -5 | 4
Cc1ccc(-c2ccc(CCC(=O)O)n2-c2ccc(C(=O)O)cc2)cc1 | -1.4 | 0.0 | -0.9 | -13 | -4 | -1 | i | 0 | 5 | 0
CCOC(=O)C1CCCN(C(=O)COC(=O)c2cccs2)C1 (centres undefined) | -1.1 | -0.5 | -0.2 | 5 | -1 | -2 | i | -4 | -4 | -4
O=c1nc(NC2CCCC2)ccn1Cc1cccc(Br)c1 | -1.6 | 1.1 | 1.5 | -4 | -1 | 8 | i | -2 | -1 | 2
CCOc1cc(S(=O)(=O)Nc2ccccn2)ccc1F | -2.0 | 2.2 | -1.1 | 7 | -2 | 5 | i | 1 | -5 | -3

Source: PubChem
